# RTF Ca sens inh = cardiac RTF calcium desensitization. IANBD-labeled cardiac RTF, Ca2+ fluorescence. inhibition, % at 7.15 µM. 0.12% of 340,000 active;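 active = inhibition above the mean inhibition of all tested compounds plus 3 SD, cut at about 17% in these data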;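 also: assay run at fixed EC70 calcium of 1.6 mM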
# DAGLB inh = diacylglycerol lipase beta (human) inhibition. HEK293T DAGLB membrane lysate, EnzChek fluorogenic substrate. Q8NCG7. 0.059% of 340,000 active. inhibition, % at 5.17 µM; in the data active = inhibition above about 34%;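 also: 0% = enzyme with vehicle and 100% = wells lacking enzyme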
# Target sequence (Q8NCG7 whole entry, looked up): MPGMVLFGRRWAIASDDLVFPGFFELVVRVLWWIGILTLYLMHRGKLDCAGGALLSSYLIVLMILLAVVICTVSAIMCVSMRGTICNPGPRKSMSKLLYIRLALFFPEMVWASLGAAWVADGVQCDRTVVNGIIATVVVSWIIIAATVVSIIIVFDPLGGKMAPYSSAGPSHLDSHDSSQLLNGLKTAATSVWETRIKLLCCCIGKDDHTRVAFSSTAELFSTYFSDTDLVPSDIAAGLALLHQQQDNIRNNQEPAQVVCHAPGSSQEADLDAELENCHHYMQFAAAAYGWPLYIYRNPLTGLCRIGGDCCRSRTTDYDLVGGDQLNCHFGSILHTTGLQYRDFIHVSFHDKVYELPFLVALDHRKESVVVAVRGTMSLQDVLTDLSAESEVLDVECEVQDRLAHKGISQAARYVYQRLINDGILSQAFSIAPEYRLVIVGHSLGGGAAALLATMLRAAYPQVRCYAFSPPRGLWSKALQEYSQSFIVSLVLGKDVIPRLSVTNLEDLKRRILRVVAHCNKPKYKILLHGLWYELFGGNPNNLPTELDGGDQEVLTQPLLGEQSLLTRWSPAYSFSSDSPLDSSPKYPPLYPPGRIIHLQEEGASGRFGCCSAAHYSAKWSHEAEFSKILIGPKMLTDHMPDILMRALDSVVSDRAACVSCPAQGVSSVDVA
# Keap1 Nrf2 FP = disrupts human Keap1 binding to Nrf2 peptide; Q14145; Keap1 Kelch-Nrf2 peptide fluorescence polarization, 1536-well; 0.15% of 340,000 active; inhibition, % at 9.4 µM; in the data active = inhibition above about 12%;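 also: human Keap1 Kelch domain with fluorescein labeled Nrf2 9mer peptide probe; 0% = neutral control wells and 100% = peptide positive control; higher means more block of Keap1 binding to Nrf2 peptide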
# C-LANA FP = inhibitors of KSHV LANA C-terminal domain DNA binding. MBP-C-LANA/FAM-LBS DNA binding, fluorescence polarization. inhibition, % at 9 µM. 0.078% of 340,000 active. AID 504423;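 active = highest replicate inhibition at or above 60% at 9 µM, even if other replicates fall short; inactive = all replicates below 60% inhibition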;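 also: 0% = neutral control wells and 100% = 4 µM acridine orange control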
# Arrestin-AP2 inh = inhibitors of human beta-arrestin and AP2 interaction | inhibition, % at 10 µM | FITC-arrestin peptide / GST-AP2 beads, flow cytometry; AP2 beta2 appendage carries R879A mutation | 0.31% of 340,000 active;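 active = inhibition above a set limit, near 3 SD of compounds lacking own fluorescence, cut at about 54% in these data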;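 also: plate controls were DMSO wells for no effect and 5 µM unlabelled arrestin peptide for full effect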
#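 test system = AP2 appendage R879A on GSH beads | buffer or medium = PBS plus Tween 20 (0.05%) and BSA (0.1%) | incubation = 12 min plus 1 h, RT | detection = bead flow cytometry, FITC channel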
# Pemphigus Ab inh = inhibitors of pemphigus antibody binding to human desmoglein-3; P32926; DSG3-coupled beads, scFv-anti-DSG3-GFP binding, flow cytometry; stronger effect = lower value; binding (percent of control), % at 10 µM; 0.48% of 310,000 active; AID 588358;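 active = binding more than 3 SD below its plate's average and above zero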;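 also: hits lower antibody fragment binding to DSG3; some compounds called inactive have numbers as strong as hits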
# V-ATPase pHluor = yeast V-ATPase proton transport regulation by pHLuorin | S. cerevisiae, pHLuorin cytosolic pH fluorescence | response, % at 10 µM | 0.37% of 350,000 active; in the data active = response mostly above about 7.3%, no sharp cut-off; inactive = mostly below about 5.4%; also: actives read high; inactives centre near 0; some compounds called inactive have numbers as strong as hits
# CAL PDZ FP-1 = inhibitors of human CAL PDZ peptide binding; AID 602252; inhibition, % at 24.9 µM; Q9HD26; 0.92% of 300,000 active; purified CAL PDZ, TMR-peptide fluorescence polarization, 1 h;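 active = mean inhibition of at least 30% with at least half of replicates also reaching 30%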;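 also: 0% = DMSO neutral control and 100% = excess unlabeled competitor peptide PRC23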
# NSD2 inh = blocks human histone methyltransferase NSD2. O96028. AID 743445. NSD2 peptide methylation, AlphaScreen, 120 min. 0.54% of 310,000 active. inhibition, % at 12.5 µM; in the data active = inhibition above about 50%
# CAL PDZ FP-2 = human CAL PDZ-peptide interaction inhibition. Q9HD26. purified CAL PDZ, TMR-peptide fluorescence polarization, 1 h. inhibition, % at 20 µM. 0.02% of 330,000 active. AID 504414;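 active = highest replicate inhibition of at least 40%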;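 also: plate controls were DMSO neutral control wells for no effect and unlabeled competitor peptide control wells for full effect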
#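 Test system: purified CerCALP PDZ construct; Compound dosing: one concentration, 20 µM compound; Also added: TMR-labelled reporter peptide T*-PRC34 bound in PDZ groove; Read-out: inhibition from polarization loss; Controls: unlabelled peptide and DMSO controls; Signal: FP readout, S and P plane fluorescence; Incubation: 1 h at RT.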
# An asterisk follows results filed as active; . = no result given.
SMILES,RTF Ca sens inh,DAGLB inh,Keap1 Nrf2 FP,C-LANA FP,Arrestin-AP2 inh,Pemphigus Ab inh,V-ATPase pHluor,CAL PDZ FP-1,NSD2 inh,CAL PDZ FP-2
N/C(=N\OC(=O)c1ccc(Cl)cc1)c1cccnc1,-3,-8,1,-0.2,8,103,-1,-1,-3,-1.1
COC(=O)c1sc2ncccc2c1OCc1ccccc1Cl,5,-9,-1,0.3,-6,103,4,.,-1,-1.0
CN(C)C=NC(=O)c1cc(C(=O)c2ccccc2Cl)c[nH]1,-19,0,-6,-1.3,0,105,0,-7,-2,-0.6
Cc1ccc(S(=O)(=O)CC(=O)c2ccc([N+](=O)[O-])cc2)cc1,-2,0,2,0.0,10,96,0,3,2,0.4
CC(=O)Nc1cc2c3ccccc3n(C)c2cc1[N+](=O)[O-],-5,6,-1,0.5,-10,92,-1,-1,1,0.2
O=C(CN1N=C(c2ccccc2)CCC1=O)NCc1ccccc1,0,-2,-1,6.4,33,93,4,-3,1,-0.1
CC(=O)c1c(C)[nH]c(C(=O)CSc2nnc(N)s2)c1C,-5,-3,-6,2.2,-10,85,4,.,-2,-2.6
Nc1c(Br)cc2oc(-c3ccccc3)nc2c1Br,-10,-10,-2,0.5,21,102,0,-7,19,-2.5
Cn1c(Cc2ccc3c(c2)OCO3)nnc1SCC(=O)N1CCc2ccccc2C1,-2,4,-1,-0.5,2,102,0,-3,-1,.
O=C(CSc1n[nH]c(-c2cc(Cl)ccc2Cl)n1)NCCN1C(=O)CSC1=O,-8,2,-1,0.7,17,.,1,-2,-1,-1.2
Cc1noc(C)c1CSCC(=O)NCCN1C(=O)S/C(=C\c2ccccc2F)C1=O,-7,-1,-4,0.2,2,103,-3,4,-1,0.2
Cc1ccc(-n2c(Cc3cccn3C)nnc2SCC(N)=O)cc1,-14,1,-4,-1.5,-3,110,-2,1,3,-0.6
Cc1ccccc1NC(=O)Cn1c(O)c(N=NC(=O)c2ccccc2O)c2ccccc21,-2,20,-3,1.3,-7,101,4,-7,0,-1.0
C=CCn1c(SCC(=O)Nc2ccc(F)cc2)nc2cc(C(=O)O)ccc2c1=O,4,0,-2,-0.5,14,100,-3,.,-1,-2.3
COc1ccc(-c2oc3ccc(-c4ccc5c(c4)OCO5)cc3c2-c2ccc(OC)nc2)cc1,2,-4,-4,-2.4,24,99,-5,-3,.,-0.1
O=C(NNS(=O)(=O)c1ccccc1Cl)c1nn(-c2ccc(F)cc2)ccc1=O,-8,1,1,0.3,8,113,3,.,1,-1.0
COc1ccc(NC(=O)CC2CCCC2)cc1S(=O)(=O)N1CCCCC1,-3,0,-1,-1.1,7,96,5,-4,-1,-2.4
CCN(CC(=O)Nc1ccc2c(c1)OCCO2)C(=O)COc1cc(C)ccc1Cl,-24,-1,-2,-4.4,34,95,0,2,.,-0.3
CC(C)n1cc(-c2ccc(Cl)cc2)cc(C#N)c1=O,-5,-6,2,-0.8,11,97,1,-4,-8,-0.4
CC(C)(C)c1ccc(C(=O)N2CCC(=O)N(C(COCc3ccccc3)Cc3ccccc3)CC2)cc1 (stereo not given),-1,-9,-4,-0.9,-2,101,4,9,.,-0.5
O=C1CN(S(=O)(=O)c2ccc(Cl)cc2)c2ccccc2N1,5,1,-5,-0.4,5,113,4,.,-1,-0.2
COc1ccc(C(=O)NCCCNC(=O)c2ccccn2)cc1Br,3,-7,4,-2.4,-1,96,3,.,10,-0.7
CC(=O)OC1C(OC(C)=O)C2C(C)CC3OC(=O)C(C)C3CC2(C)C1OC(C)=O (stereo not given),.,0,.,.,.,101,-2,.,-3,.
O=C(CN1CCN(Cc2ccc3c(c2)OCO3)CC1)Nc1ccc2[nH]c(=O)[nH]c2c1,3,-1,-3,-0.1,39,92,-5,-1,3,-0.5

# Given with two lines to a compound: entries from further up
# The line under a structure holds: RTF Ca sens inh, DAGLB inh, Keap1 Nrf2 FP, C-LANA FP, Arrestin-AP2 inh, Pemphigus Ab inh, V-ATPase pHluor, CAL PDZ FP-1, NSD2 inh, CAL PDZ FP-2
CC(=O)c1c(C)[nH]c(C(=O)CSc2nnc(N)s2)c1C
    -5, -3, -6, 2.2, -10, 85, 4, ., -2, -2.6
Nc1c(Br)cc2oc(-c3ccccc3)nc2c1Br
    -10, -10, -2, 0.5, 21, 102, 0, -7, 19, -2.5
Cn1c(Cc2ccc3c(c2)OCO3)nnc1SCC(=O)N1CCc2ccccc2C1
    -2, 4, -1, -0.5, 2, 102, 0, -3, -1, .
O=C(CSc1n[nH]c(-c2cc(Cl)ccc2Cl)n1)NCCN1C(=O)CSC1=O
    -8, 2, -1, 0.7, 17, ., 1, -2, -1, -1.2
Cc1noc(C)c1CSCC(=O)NCCN1C(=O)S/C(=C\c2ccccc2F)C1=O
    -7, -1, -4, 0.2, 2, 103, -3, 4, -1, 0.2
Cc1ccc(-n2c(Cc3cccn3C)nnc2SCC(N)=O)cc1
    -14, 1, -4, -1.5, -3, 110, -2, 1, 3, -0.6
Cc1ccccc1NC(=O)Cn1c(O)c(N=NC(=O)c2ccccc2O)c2ccccc21
    -2, 20, -3, 1.3, -7, 101, 4, -7, 0, -1.0
C=CCn1c(SCC(=O)Nc2ccc(F)cc2)nc2cc(C(=O)O)ccc2c1=O
    4, 0, -2, -0.5, 14, 100, -3, ., -1, -2.3
COc1ccc(-c2oc3ccc(-c4ccc5c(c4)OCO5)cc3c2-c2ccc(OC)nc2)cc1
    2, -4, -4, -2.4, 24, 99, -5, -3, ., -0.1
O=C(NNS(=O)(=O)c1ccccc1Cl)c1nn(-c2ccc(F)cc2)ccc1=O
    -8, 1, 1, 0.3, 8, 113, 3, ., 1, -1.0
COc1ccc(NC(=O)CC2CCCC2)cc1S(=O)(=O)N1CCCCC1
    -3, 0, -1, -1.1, 7, 96, 5, -4, -1, -2.4
CCN(CC(=O)Nc1ccc2c(c1)OCCO2)C(=O)COc1cc(C)ccc1Cl
    -24, -1, -2, -4.4, 34, 95, 0, 2, ., -0.3
CC(C)n1cc(-c2ccc(Cl)cc2)cc(C#N)c1=O
    -5, -6, 2, -0.8, 11, 97, 1, -4, -8, -0.4
CC(C)(C)c1ccc(C(=O)N2CCC(=O)N(C(COCc3ccccc3)Cc3ccccc3)CC2)cc1 (stereo not given)
    -1, -9, -4, -0.9, -2, 101, 4, 9, ., -0.5
O=C1CN(S(=O)(=O)c2ccc(Cl)cc2)c2ccccc2N1
    5, 1, -5, -0.4, 5, 113, 4, ., -1, -0.2

# The results go on:
SMILES,RTF Ca sens inh,DAGLB inh,Keap1 Nrf2 FP,C-LANA FP,Arrestin-AP2 inh,Pemphigus Ab inh,V-ATPase pHluor,CAL PDZ FP-1,NSD2 inh,CAL PDZ FP-2
CS(=O)(=O)N1CCC(Oc2ccccc2C(=O)N2CCNC(=O)C2)CC1,-4,1,-3,-0.7,-18,99,-1,.,-3,-1.1
CCc1c(C)sc(NC(=O)CC#N)c1C#N,-4,6,-3,3.2,1,101,1,.,2,0.1
Cc1cc(C)nc(N(C#N)Cc2cccc3ccccc23)n1,-1,-7,-4,-0.7,-1,70,-1,1,3,-1.6
COc1cc(C(=O)NNC(=O)c2ccc(NC(C)=O)cc2)cc(OC)c1OC,.,.,1,2.0,-31,105,-2,5,-1,-0.6
CN(C(=O)CC(NC(=O)c1ccccc1)(c1ccccc1)c1ccccc1)c1ccccc1,12,-6,-3,0.4,7,93,1,-1,-13,-1.9
CC(C)CC1Nc2ccc(C(=O)NCCCN3CCOCC3)cc2NC1=O (stereo not given),-2,0,2,0.2,18,.,4,-4,9,-3.3
Cc1noc(NS(=O)(=O)c2ccc(NC(=O)c3nn(-c4ccc(F)cc4)ccc3=O)cc2)c1C,1,1,-7,0.3,-12,85,1,4,-3,-1.5
CCC(C)(C)NC(=O)C(c1ccc(OC)cc1)N(C(=O)CCC(=O)Nc1cc(C)on1)c1cccc(F)c1 (stereo not given),-14,-1,3,0.4,-2,109,0,1,0,-0.5
COc1ccc(C(=O)NCCCN2CCOCC2)cc1S(=O)(=O)N1CCCc2ccccc21,5,1,-5,-0.5,-4,103,3,6,-1,-0.5
CC[n+]1c(/C=C2\C=C(C)CC(C)(C)C2)sc2ccccc21,-14,8,-5,0.7,0,74,-2,0,4,-1.6
O=C(Nc1ccc2c(c1)OCCO2)C1c2ccccc2C(=O)N2CCc3ccccc3C12 (stereo not given),-8,6,-4,-1.5,5,109,2,-5,.,-0.4
Cc1ccc(S(=O)(=O)/N=C(/c2ccc(F)cc2)N2CCOCC2)cc1,-5,-1,-2,-1.8,-13,100,1,-3,-2,0.0
CCc1ccc(N2C(=O)CN(Cc3cc(OC)c(OC)c(OC)c3)C2=S)cc1,-9,1,-2,-1.4,7,94,-2,-2,-2,0.9
O=c1[nH]c2ccccc2c2oc(CCl)nc12,-1,0,2,-0.7,3,101,-1,0,.,-0.7
O=C(c1cccc2ccccc12)N1CCN=C1SCc1ccc([N+](=O)[O-])cc1,-1,-2,-3,0.9,14,100,-1,-1,-1,-0.4
O=S(=O)(Nc1cccc(-c2cn3cccnc3n2)c1)c1ccc(F)cc1,-7,-1,-2,-0.4,12,144,-8,8,-3,-2.8
O=C(O)C1CCCCC1C(=O)NCCCN1CCCC1=O (stereo not given),1,-2,-3,-0.7,15,98,0,-2,-1,1.0
O=C(CCc1nnc(CCCc2ccccc2)o1)NC(C1CC1)C1CC1,1,1,1,0.1,19,93,1,-1,1,-2.6
CCOc1ccc(Oc2ccc(NS(=O)(=O)c3cc(C(=O)O)ccc3Cl)cc2)cc1,1,6,-8,-1.2,-1,100,-3,.,4,0.9

# Not all compounds are listed; the hit share may differ from the screen's.
